Epigenetic derep: epigenetic control regulation, reporter derepression; murine LDR cells, GFP reporter derepression, 30 h; Potency, µM (doses to about 53.9 µM), for inactives: at the top dose GFP activation, most hits filed as activators; hit rate 0.2% among 280,000; further: potency means the concentration at half of the fitted maximal effect; % of control where 0% means no effect; nearly all actives have a fitted effect of over 60% in size
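Derepression of a silenced CMV-GFP reporter in murine LDR cells is scored by enumerating GFP-positive cells with a laser-scanning microplate cytometer after 30 hours of treatment at 37 C.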
L3MBTL1 block: blocks human L3MBTL1; AID 485360; hit rate 0.66% among 230,000; AlphaScreen L3MBTL1–H3K9me1 peptide binding; Potency, µM (highest dose often 57.1 µM), without a hit: at the top dose activity, negative = inhibition, actives largely listed as inhibitors; Q9Y468; further: potency means the concentration at half of the fitted maximal effect; on the % scale 0 is the no-effect control and ±100 the full control effect; nearly all actives have a fitted effect of over 60% in size
Target sequence (Q9Y468 whole entry, looked up): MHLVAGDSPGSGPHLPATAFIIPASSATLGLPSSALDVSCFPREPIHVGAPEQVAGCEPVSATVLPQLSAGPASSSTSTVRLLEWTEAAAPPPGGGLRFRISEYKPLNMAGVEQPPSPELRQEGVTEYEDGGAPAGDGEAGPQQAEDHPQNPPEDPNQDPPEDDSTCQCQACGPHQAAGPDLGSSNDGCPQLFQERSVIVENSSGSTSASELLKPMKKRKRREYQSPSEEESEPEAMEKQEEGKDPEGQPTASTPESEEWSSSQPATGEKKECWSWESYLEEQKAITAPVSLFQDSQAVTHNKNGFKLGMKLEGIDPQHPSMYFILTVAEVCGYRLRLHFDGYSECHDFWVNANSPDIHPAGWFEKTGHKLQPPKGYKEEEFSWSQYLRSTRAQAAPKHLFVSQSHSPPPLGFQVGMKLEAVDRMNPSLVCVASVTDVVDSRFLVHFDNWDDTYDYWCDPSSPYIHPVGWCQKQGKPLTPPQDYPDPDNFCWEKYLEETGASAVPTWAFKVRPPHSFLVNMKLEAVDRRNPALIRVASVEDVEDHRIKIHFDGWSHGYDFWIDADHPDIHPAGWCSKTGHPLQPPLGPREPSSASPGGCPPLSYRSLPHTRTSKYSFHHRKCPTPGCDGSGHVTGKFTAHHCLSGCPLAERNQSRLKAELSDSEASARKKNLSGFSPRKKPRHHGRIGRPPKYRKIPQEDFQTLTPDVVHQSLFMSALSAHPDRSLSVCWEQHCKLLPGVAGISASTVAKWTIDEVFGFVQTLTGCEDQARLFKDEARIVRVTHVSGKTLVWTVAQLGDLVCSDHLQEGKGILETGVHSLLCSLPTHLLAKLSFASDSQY
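L3MBTL1 (50 nM) pre-complexed 30 min with biotinylated H3(1-15)K9me1 peptide (75 nM), then compounds added for 30 min at room temperature; AlphaScreen streptavidin donor/nickel chelate acceptor beads (10 ug/mL final) read after 30 min dark incubation.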
HttQ103 aggreg: inhibitors of mutant huntingtin aggregate formation in PC12 cells | PC12 HttQ103-GFP aggregates, Acumen cytometry, 40 h | Potency, µM (highest dose often 46.1 µM), for inactives: at the highest dose activity change, negative = inhibition, most hits filed as inhibitors | hit rate 1.1% among 220,000 | AID 1688; further: potency means the concentration at half of the fitted maximal effect; on the % scale 0 is the no-effect control and ±100 the full control effect; nearly all actives have a fitted effect of over 60% in size
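PC12/HTTQ103-GFP, ecdysone-inducible; teb 100 nM; cpd qHTS titration; GFP aggregates read on laser cytometer, Ex 488/Em 500-530 nm.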
Luc counter: counter-screen: inhibitors of Kinase-Glo firefly luciferase; Q27757; Kinase-Glo luciferase, ATP luminescence, 8 min; Potency, µM (doses to about 38.3 µM), for the others: at the highest dose activity change, negative = inhibition, most hits filed as inhibitors; hit rate 0.28% among 200,000; further: potency means the concentration at half of the fitted maximal effect; on the % scale 0 is the no-effect control and ±100 the full control effect; nearly all actives have a fitted effect of over 60% in size
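Light output from Kinase-Glo luciferase with luciferin and 10 uM ATP in 50 mM imidazole pH 7.2, KCl, MgCl2, Tween 20, BSA; compound pin-delivered, 8-min ambient incubation, then luminescence read.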
NPSR antag: antagonists of human neuropeptide S receptor cAMP signaling. Q6W5P4. hit rate 1% among 220,000. AID 1461. CHO-NPSR cells, cAMP TR-FRET, antagonist mode. Potency, µM (highest dose often 38.3 µM), inactives show top-dose activity change, negative = inhibition, most hits filed as inhibitors; further: potency means the concentration at half of the fitted maximal effect; on the % scale 0 is the no-effect control and ±100 the full control effect; nearly all actives have a fitted effect of over 50% in size; many of its hits are not listed in these tables
CBFb-RUNX1 inh: inhibitors of human CBF-beta and RUNX1 interaction; AlphaScreen CBFb-His/RUNX1-biotin binding, biochemical; Potency, µM (top dose mostly 59.8 µM), for inactives: top-dose activity, negative = inhibition, usual class: inhibitors; 230,000 tested, under 10 active; Q01196+Q13951; AID 1477; further: % of control where 0% means no effect
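His-tagged CBF-beta and biotinylated RUNX1 (30 nM each) were premixed 20 min at room temperature, exposed to compound for 15 min, then given nickel-chelate and streptavidin AlphaScreen beads (50 ng each). After 90 min, AlphaScreen signal was read.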
IMPase Li inh: cell-permeable IMPase inhibitors with lithium potentiation; CHO-M1 cells, IP1 TR-FRET (IP-One), carbachol + lithium; Potency, µM (top dose mostly 59.4 µM), without a hit: at the highest dose activity, negative = IMPase inhibition, actives largely listed as inhibitors; hit rate 0.35% among 210,000;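 further: IP1 builds up when IMPase is blocked and the TR-FRET signal falls; potency means the concentration at half of the fitted maximal effect; plate controls were basal vehicle for no effect and high inhibitor control for full effect; nearly all actives have a fitted effect of over 50% in size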
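IP1 accumulation measured by competitive TR-FRET in lysed CHO-M1 cells after 30 min compound exposure at 37C, with a small lithium addition to potentiate weak responses. Hill-equation AC50 from ratio and donor-channel data.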
Active calls of the source: *; ? = inconclusive; / = not tested or not shown; [ ] = dose if it differs, or a comment. The call rests on the fitted dose curve; in most records, active means well fitted curve in the direction sought with a large enough effect; inconclusive means small, poorly fitted or top-dose-only effect, or another doubt; inactive means no such curve, though single readings can be large; an effect the other way counts as inactive or inconclusive. The list is partial (hit frequency here may not be typical).

item	SMILES	Epigenetic derep	NPSR antag	L3MBTL1 block	IMPase Li inh	Luc counter	CBFb-RUNX1 inh	HttQ103 aggreg
1	CN(C)Cc1ccccc1-c1cncnc1NC1CC1	-0.8%	/	/	43%[activator]	-5%	/	/
2	CCN1CCN(C(c2cccs2)C(C)NC(=O)c2cccnc2)CC1 (configuration not stated)	2.1%	-1%[46.1 µM]	-5%	-1%[38.3 µM]	-3%	-4%	-10%
3	O=C(O)c1cc(S(=O)(=O)Nc2ccc(N3CCCCC3)cc2)ccc1Cl	0.0%	13%	/	-2%	0%	-11%	-2%
4	Cc1ccc(C(=O)N/C(=C/c2ccco2)C(=O)OCN2C(=O)c3ccccc3C2=O)cc1	-0.9%	19%	-5%	1%	-4%	-6%	-20%
5	Cc1ccc(S(=O)(=O)CC(=O)N2CCCC2)cc1	-0.8%	-1%[46.1 µM]	-3%	4%	0%	3%	-4%
6	Cc1noc(NS(=O)(=O)c2ccc(NC(=O)CSc3ncccn3)cc2)c1C	-0.8%	11%[46.1 µM]	6%	20%[38.3 µM]	2%	3%	0%
7	O=S1(=O)CCN2C(=N1)Sc1c2ccc2c1CCCC2	-4.0%	-2%[46.1 µM]	-11%	?	-4%	-7%	12%
8	COc1cc(OC)c2c(C)cc(=O)oc2c1C(CCN1CCOCC1)c1ccc2c(c1)OCO2 (configuration not stated)	-3.3%	-19%	/	/	/	1%	7%[9.22 µM]
9	COc1ccccc1C(=O)Nc1ccc(-c2nnn(CC(=O)N3CCN(C(=O)c4ccco4)CC3)n2)cc1	-0.8%	-6%	-17%	-7%	2%	-1%	16%[9.22 µM]
10	COc1cc(NC(=S)NCCC(c2ccccc2)c2ccccc2)c(OC)cc1Cl	-1.8%	-13%[46.1 µM]	-10%	/	/	-6%	12%
11	CCOC(=O)c1cnc(-c2ccc(C(F)(F)F)cn2)[nH]c1=O	0.0%	12%	?	/	/	-3%	13%[9.22 µM]
12	CCN(c1ccccc1)C1(O)C(=O)c2ccccc2C1=O	-0.3%	13%	/	-7%	/	-1%	-10%
13	COc1ccc(-c2ccc(SCc3ccccn3)nn2)cc1OC	-0.1%	18%	/	15%	-12%	-9%	2%
14	CCOC(=O)c1c(-c2cccs2)csc1NC(=O)CSc1ncn[nH]1	-1.6%	-16%[46.1 µM]	-3%	18%[38.3 µM]	0%	-2%	-15%
15	COc1cc(/C=C2\NC(=S)N(C)C2=O)ccc1O	-6.2%	-29%	-4%	18%	1%	6%	24%
16	O=c1c2nccnc2[nH]c(=S)n1Cc1ccccc1Cl	-0.3%	-24%	4%	7%	-1%	2%	-8%
17	Cc1nn(-c2ccccc2)c(/N=C/c2ccccc2O)c1-c1ccccc1	1.1%	-50%	-3%	13%	-6%	8%	1%
18	CCOC(=O)Nc1ccc2ncn(C)c(=O)c2c1	2.5%	-13%[46.1 µM]	/	?	3%	-1%	15%
19	COc1ccc(CCN2C(=O)CN=C2Nc2ccc(F)cc2)cc1OC	0.0%	-3%	2%	1%	-2%	5%	/
20	Cc1ccccc1S(=O)(=O)Cc1ccc(C(=O)NCCCN2CCN(C)CC2)o1	-1.1%	4%[46.1 µM]	50%[activator]	-8%[38.3 µM]	-2%	-2%	-19%
21	O=C(c1ccccn1)N(Cc1ccco1)C1(C(=O)NC2CCCCC2)CCCCC1	-0.8%	-19%[46.1 µM]	/	37%[activator][38.3 µM]	-2%	-8%	5%
22	O=C(Nc1ccon1)C1CCN(S(=O)(=O)c2cccs2)CC1	0.1%	8%[46.1 µM]	-15%	17%	5%	-2%	6%
23	COc1ccc(C2C=C(c3ccccc3)Nc3nnnn32)cc1 (configuration not stated)	0.0%	4%[46.1 µM]	1%	8%[38.3 µM]	-3%	15%	-10%
24	Cc1cccc2c(CCNC(=O)c3ccc([N+](=O)[O-])cc3)c[nH]c12	-3.2%	-11%	-3%	1%	1%	-1%	22%
25	CCOc1cc2c(cc1OC)C(c1cccc([N+](=O)[O-])c1)NCC2 (configuration not stated)	-4.5%	9%	0%	9%	3%	5%	14%
26	Cc1ccc2c(c1)c1ncnc(N3CCN(c4ccccc4)CC3)c1n2C	-4.5%	-11%[46.1 µM]	-8%	28%[38.3 µM]	0%	2%	?
27	Cc1ccc(-c2nc(C#N)c(NCc3cccc4c3OCO4)o2)cc1	0.4%	-16%[46.1 µM]	-8%	25%[38.3 µM]	4%	-17%	-3%
28	CCCCC(=O)Nc1cccc(NC(=O)C(C)C)c1	2.1%	-6%[46.1 µM]	/	23%[38.3 µM]	-5%	0%	14%
29	CCOCCCNC(=O)C(c1ccc(C)cc1)N(Cc1ccc2c(c1)OCO2)C(=O)CNC(C)=O (configuration not stated)	0.1%	-10%[46.1 µM]	?	-2%	2%	1%	-14%
30	CCOc1ccc(N2C(=O)CC(N3CCc4ccccc43)C2=O)cc1 (configuration not stated)	-11%	-14%[46.1 µM]	/	25%[38.3 µM]	0%	-7%	18%
31	Cc1ccc(COn2c(-c3ccc(Cl)cc3)nc3ccc([N+](=O)[O-])cc32)cc1	1.5%	-14%[46.1 µM]	-3%	17%[38.3 µM]	-7%	0%	-2%
32	COc1ccc(NC(=O)c2ccc3c(c2)NC(=O)CO3)cc1OC	0.0%	8%	/	9%	0%	0%	-2%
33	Cc1ccc(C(C(=O)NCc2ccco2)N(C(=O)Cc2cccs2)c2cccnc2)cc1 (configuration not stated)	1.9%	-7%	3%	14%	-3%	1%	26%[9.22 µM]
34	COc1ccc(C(=O)NC2CCN(C(=S)Nc3cc(C)cc(C)c3)CC2)cc1	0.0%	3%	?	-3%	-4%	-2%	2%
35	COc1ccc(N2Cc3cccc(C(=O)N4CCN(C(=O)c5ccco5)CC4)c3C2=O)cc1	-0.8%	1%[46.1 µM]	28µM*	11%[38.3 µM]	0%	?	-1%
36	Cc1ccc(NC(=O)C2CCCN(S(=O)(=O)c3c(C)noc3/C=C/N(C)C)C2)cc1F (configuration not stated)	0.1%	-23%[46.1 µM]	-9%	8%[38.3 µM]	-1%	-2%	9%
37	Cc1ccccc1OCC(=O)N=Nc1c(O)n(C)c2ccccc12	-1.0%	-16%	-2%	/	/	1%	?
38	COc1ccc(C2=NN(C(=O)c3cccs3)C(c3ccccc3O)C2)cc1 (configuration not stated)	?	10µM*	/	13%	1%	5%	-26%
39	Cc1cc(C)cc(OCC(=O)N/N=C/c2ccc([N+](=O)[O-])o2)c1	-4.8%	-14%	/	1%	0%	-10%	?
40	S=c1[nH]nc(-c2cc3c(s2)-c2ccccc2CC3)o1	2.5%	10µM*	24%	?	5%	?	1%

Complete entries, looked up by structure. Order of values: Epigenetic derep, NPSR antag, L3MBTL1 block, IMPase Li inh, Luc counter, CBFb-RUNX1 inh, HttQ103 aggreg
S=c1[nH]nc(-c2cc3c(s2)-c2ccccc2CC3)o1 is listed as 2.5%, 10µM*, 24%, ?, 5%, ?, 1%
O=S1(=O)CCN2C(=N1)Sc1c2ccc2c1CCCC2 is listed as -4.0%, -2%[46.1 µM], -11%, ?, -4%, -7%, 12%
CCN(c1ccccc1)C1(O)C(=O)c2ccccc2C1=O is listed as -0.3%, 13%, /, -7%, /, -1%, -10%
Cc1ccc(-c2nc(C#N)c(NCc3cccc4c3OCO4)o2)cc1 is listed as 0.4%, -16%[46.1 µM], -8%, 25%[38.3 µM], 4%, -17%, -3%

Following part.
item	SMILES	Epigenetic derep	NPSR antag	L3MBTL1 block	IMPase Li inh	Luc counter	CBFb-RUNX1 inh	HttQ103 aggreg
41	Cc1ccc(-c2cnn(-c3cccc(C(F)(F)F)c3)c2N)cc1	-1.2%	-17%[46.1 µM]	-3%	17%[38.3 µM]	-5%	10%	-23%
42	COc1ccc2nc(NC(=O)c3ccc4ncsc4c3)sc2c1	2.7%	-1%[46.1 µM]	/	-22%[38.3 µM]	4%	?	18%
43	CCN(CC)C(=O)c1sc2nc(-c3ccccc3)ccc2c1N	-3.8%	-29%	17%	10µM*	-9%	-14%	24%
44	COCCCNCCOc1cc(C(C)C)ccc1C	-0.7%	-1%[46.1 µM]	23%	10%[38.3 µM]	3%	18%	2%
45	C=CCn1c(SCC(=O)c2c(N)n(C)c(=O)n(C)c2=O)nc2sc(C)c(C)c2c1=O	1.3%	-13%[46.1 µM]	-1%	9%[38.3 µM]	1%	-4%	4%
46	O=C(O)c1ccc(Nc2cnc3ccccc3n2)cc1	2.1%	-10%	/	-2%	-15%	6%	25%
47	O=C(Cn1c(CC(=O)N2CCCC2)nc2ccccc21)NCc1ccccc1	1.0%	0%[46.1 µM]	/	21%[38.3 µM]	3%	7%	-9%
48	C=C(C)C(=O)N1CC2(CC(c3cccc(NC(=O)COc4ccc(Cl)cc4)c3)=NO2)C[C@@H]1C(N)=O (some centres not stated)	0.0%	10%	/	/	/	11%	18%[9.22 µM]
49	Cc1nc(C(=O)NCc2ccccc2)sc1C1(C)CC(c2cccc([N+](=O)[O-])c2)=NO1 (configuration not stated)	3.0%	-37%	/	/	/	-6%	-25%[9.22 µM]
50	CCCN1CCC(NCc2cn(C)nc2-c2ccc(Oc3ccccc3)cc2)CC1	-5.6%	-26%	-7%	/	/	-9%	13%[9.22 µM]
51	Cc1cc(O)c(-c2cc(C(=O)NCc3ccc4c(c3)OCO4)[nH]n2)cc1C	0.0%	3%[46.1 µM]	32%[activator]	-6%[38.3 µM]	0%	7%	0%
52	COc1ccc(S(=O)(=O)Nc2ccc3c(c2)COC3=O)cc1OC	0.9%	-6%[46.1 µM]	3%	-2%[38.3 µM]	0%	2%	5%
53	O=C(c1ccccc1)c1ccc(OC(=O)N2CCCC2)cc1	2.1%	-15%[46.1 µM]	1%	10%	0%	0%	-5%
54	CCc1c(C)sc(NC(=O)/C=C/C(=O)O)c1C(N)=O	-1.3%	-11%	-11%	-7%	0%	3%	0%
55	CCN1CCN(C(=O)CN(c2cc(OC)ccc2OC)S(C)(=O)=O)CC1	5.0%	24%[46.1 µM]	/	20%[38.3 µM]	0%	16%	3%
56	COC(=O)c1ccncc1N	-0.1%	9%	-6%[11.4 µM]	-12%	3%	11%	26%
57	COc1cc(C(=O)NCCc2c[nH]c3ccccc23)ccc1OCc1c(C)noc1C	-0.9%	-11%	-2%	16%	2%	1%	-4%
58	O=C(Nc1ccc(F)cc1)/C(Cl)=C/c1ccccc1	-4.2%	-15%	4%	15%	-15%	21%	-5%
59	CCc1ccc(Nc2nnc(SCC(=O)NC(=O)c3cccn3C)s2)cc1	6.2%	-1%	10%	9%	-2%	-5%	2%[9.22 µM]
60	Cc1ccc(/C=C/C(=O)N2CCN(S(=O)(=O)c3ccc(C)c(C)c3)CC2)o1	?	-43%	-18%	5%	-6%	?	?

Screens as filed in PubChem.
